NadD block = inhibitors of Staphylococcus aureus NadD; purified NadD enzyme, colorimetric absorbance read-out; inhibition, % at 20 µM; 360,000 tested, 0.78% active; AID 602399; in the data active = inhibition above about 26%; also: some compounds past the cut are filed as inactive
Rin1-Abl PPI inh = inhibitors of human Rin1-Abl protein interaction; TR-FRET Rin1/Abl binding, biochemical; inhibition, % at 7.35 µM; 360,000 tested, 0.4% active; AID 588664; in the data active = inhibition above about 5%, passing the limit was not always enough
Neddyl block = blocks human cullin neddylation; P61081+Q13564; TR-FRET cullin neddylation, biochemical; calls only at 25 µM; 360,000 tested, 0.58% active; in the data active = inhibition above about 36%
Target sequence (P61081 whole entry, looked up): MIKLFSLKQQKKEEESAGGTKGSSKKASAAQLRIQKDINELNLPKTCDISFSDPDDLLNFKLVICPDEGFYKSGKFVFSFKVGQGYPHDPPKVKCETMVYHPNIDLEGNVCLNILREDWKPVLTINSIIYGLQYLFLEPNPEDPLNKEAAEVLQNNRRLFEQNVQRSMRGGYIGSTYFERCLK
Target sequence (Q13564 whole entry, looked up): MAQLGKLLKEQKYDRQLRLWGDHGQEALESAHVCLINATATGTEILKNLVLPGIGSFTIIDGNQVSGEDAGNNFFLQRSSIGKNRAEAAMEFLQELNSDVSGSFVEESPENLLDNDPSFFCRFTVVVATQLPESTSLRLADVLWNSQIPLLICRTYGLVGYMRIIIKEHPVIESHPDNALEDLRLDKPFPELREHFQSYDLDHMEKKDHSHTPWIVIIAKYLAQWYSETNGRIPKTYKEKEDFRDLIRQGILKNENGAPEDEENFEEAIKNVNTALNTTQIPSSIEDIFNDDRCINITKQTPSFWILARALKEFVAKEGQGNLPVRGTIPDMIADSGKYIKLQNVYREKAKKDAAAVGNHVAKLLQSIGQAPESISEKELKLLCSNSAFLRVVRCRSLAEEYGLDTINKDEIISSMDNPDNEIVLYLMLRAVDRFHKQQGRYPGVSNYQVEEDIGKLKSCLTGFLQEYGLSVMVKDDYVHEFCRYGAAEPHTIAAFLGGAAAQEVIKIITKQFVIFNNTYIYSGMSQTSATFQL
STEP block = inhibitors of human striatal-enriched phosphatase STEP; P54829; recombinant STEP, OMFP fluorogenic substrate, fluorescence; inhibition, % at 20 µM; 360,000 tested, 0.25% active; AID 588621;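 active = inhibition at 20 µM, scaled per plate between control wells, above about 37%, limit read from the data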;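 also: 0% = DMSO with enzyme and substrate and 100% = substrate only without enzyme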
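Also added – OMFP at 25 µM · Test system – STEP tyrosine phosphatase · Technique – FITC-channel fluorescence of OMFP product · Schedule – 20 min at room temperature, dark · Evaluation – control-normalized % inhibition with plate pattern correction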
Rpn11 inh = Rpn11 (human) deubiquitinase inhibition | human 26S proteasome, Ub4-pepOG fluorescence polarization; 20S core pre-blocked with epoxomicin | AID 588493 | calls only at 20 µM | O00487 | 360,000 tested, 0.59% active;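 active = inhibition at 20 µM, scaled to each plate's controls, above about 33%, limit read from the data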
Target sequence (O00487 whole entry, looked up): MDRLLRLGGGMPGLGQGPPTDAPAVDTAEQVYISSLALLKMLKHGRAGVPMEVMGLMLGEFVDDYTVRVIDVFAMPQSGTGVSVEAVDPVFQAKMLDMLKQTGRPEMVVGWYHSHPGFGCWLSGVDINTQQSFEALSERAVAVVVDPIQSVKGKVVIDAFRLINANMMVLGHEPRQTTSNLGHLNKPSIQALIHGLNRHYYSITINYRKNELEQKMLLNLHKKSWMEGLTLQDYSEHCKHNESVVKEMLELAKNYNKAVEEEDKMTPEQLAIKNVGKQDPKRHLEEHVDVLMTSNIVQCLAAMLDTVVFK
DNMT1 inh = inhibitors of human DNMT1 | inhibition (reported as % activation of signal), % at 10 µM | DNMT1 molecular beacon, Hinp1I cleavage, fluorescence | 360,000 tested, 0.83% active; in the data active = inhibition above about 50%
Scp-1 inhibitor = inhibitors of human Scp-1 phosphatase; Recombinant Scp1, phosphopeptide, malachite green phosphate absorbance; 340,000 tested, 0.88% active; AID 493091; Q9GZU7; inhibition, % at 20 µM;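 active = inhibition above about 50% at 20 µM, limit read from the data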;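 also: plate controls were DMSO wells with enzyme for no effect and wells lacking enzyme for full effect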
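Material – SCP-1 phosphatase catalytic domain, residues 76-261 · Buffer or medium – Acidic Tris acetate buffer with magnesium and detergent · Also added – Phospho 17-mer peptide substrate · Compound – single 20 µM dose, 1% DMSO · Times – 45 min room-temperature reaction, 5 min colour, 30 min stabiliser · Technique – Phosphate-binding colour reagent, absorbance read at 630 nm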
LMPTP inh = LMPTP (human) inhibition; recombinant LMPTP-A, OMFP fluorogenic substrate, fluorescence intensity; inhibition, % at 20 µM; 360,000 tested, 0.22% active; P24666; AID 651560;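 active = compounds that cut the enzyme signal by at least half of the control window in the single-dose screen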;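 also: plate controls were DMSO wells with enzyme plus substrate for no effect and substrate without enzyme for full effect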
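Buffer or medium: Bis-Tris pH 6.0, DTT, detergent; Assay system: LMPTP-A enzyme; Quantity: 0.625 nM enzyme; Detection: endpoint fluorescence intensity; Times: 50 min dark incubation at room temperature; Controls: substrate-only low control, DMSO enzyme-plus-substrate high control; Doses: single 20 µM dose; Read-out: percent inhibition versus substrate-only and uninhibited controls; Reagent: 400 µM OMFP.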
SUMO1-SIM PPI = SUMO1-SIM interaction modulation; P63165; SUMO1 binding to a labelled peptide, TR-FRET, 1 h; inhibition, % at 20 µM; 360,000 tested, 0.33% active; in the data active = inhibition above about 37%
CSN inh = inhibitors of human CSN-mediated cullin deneddylation; Q92905; inhibition, % at 12.5 µM; AID 651999; 360,000 tested, 0.38% active; Purified CSN, SCF-Nedd8-OG deneddylation, fluorescence polarization;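 active = pattern-corrected inhibition above about 35%, with an unprinted fluorescence ratio check between 0.5 and 1.5, limit read from the data, passing the limit was not always enough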;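 also: 0% = enzyme with substrate and 100% = substrate without enzyme; some results filed as inactive read as strong as hits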
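Material: purified human Csn5 enzyme expressed in HEK293T cells / Medium: Tris buffer pH 7.5, NaCl, DTT, Tween-20, trehalose, ovalbumin / Compound dosing: 12.5 µM single point / Schedule: 90 min incubation of compound, enzyme and substrate at room temperature / Signal: fluorescence polarization of the substrate / Control set: no-enzyme wells high, enzyme-with-substrate wells low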
The depositor's hits bear a star; i = inactive; · = not tested or not shown. Compounds as they come; any-hit rate near 3.8%.

1. O=C(Nc1cccc(S(=O)(=O)N2CCOCC2)c1)c1cc(=O)[nH]c2ccccc12
2. O=C(NC(c1ccccc1)C(Cl)Cl)c1ccccc1 (configuration not stated)
3. O=C(CNC(=O)c1cccc(Br)c1)NCCc1nc2ccccc2[nH]1
4. COc1ccc(S(=O)(=O)N(CC(=O)NC2CC2)c2ccc(C)cc2)cc1OC
5. Cc1ccc(-n2c(C)nc3ncnc(-c4ccccc4)c32)cc1
6. COc1ccc(OC)c(/C=N/Nc2nncn2/N=C/c2cc(OC)ccc2OC)c1
7. CC1CCN(C(=O)C2CCN(C(=O)c3ccc(C(C)(C)C)cc3)CC2)CC1
8. COc1ccc(CCN2C(=O)CC(N3CCN(S(=O)(=O)c4ccccc4)CC3)C2=O)cc1OC (configuration not stated)

Assay by compound	1	2	3	4	5	6	7	8
DNMT1 inh	-3	-1	3	1	0	-7	0	-3
CSN inh	2	0	3	2	-1	-3	6	-3
Neddyl block	i	i	i	i	i	i	i	i
STEP block	-2	1	-2	0	-3	2	-1	-1
Rin1-Abl PPI inh	0	3	1	5	1	2	2	-1
NadD block	-4	0	0	-6	2	13	-5	0
Scp-1 inhibitor	-1	-5	-6	-3	3	-10	-1	-3
Rpn11 inh	i	i	i	i	i	i	i	i
SUMO1-SIM PPI	-2	0	2	-5	-1	-9	6	-3
LMPTP inh	0.3	-1.3	-1.6	-1.3	0.4	0.6	-1.2	0.2

9. O=C(C(=C1NCCN1)n1cncn1)c1ccccc1
10. O=c1cc2c(nn1Cc1ccc(Cl)cc1Cl)-c1ccccc1CC2
11. c1ccc(NNC2=NCCS2)cc1
12. O=C(NCc1ccc(F)cc1)C1(S(=O)(=O)c2ccc(Cl)cc2)CC1
13. COc1ccc(-c2csc(C(O)c3ccc(F)c(OC)c3)n2)cc1 (configuration not stated)
14. Cc1[nH]n(-c2ccccc2)c(=O)c1C=Nc1cccc2cccnc12
15. Cc1ccc2nc(N3C(=O)C(O)=C(C(=O)c4ccco4)C3c3ccc(C)o3)sc2c1 (configuration not stated)
16. CCC(CC)C(=O)N(C)c1c(C)nc2c(OCCC3CCCCC3)cccn12

Assay by compound	9	10	11	12	13	14	15	16
DNMT1 inh	0	-3	0	-2	-3	-2	24	-6
CSN inh	-4	-1	-2	1	2	-3	21	0
Neddyl block	i	i	i	i	i	i	i	i
STEP block	-1	-2	-1	-2	-2	1	8	5
Rin1-Abl PPI inh	-1	1	2	0	-4	-1	2	2
NadD block	-3	-5	-7	-3	-2	3	26*	4
Scp-1 inhibitor	0	-13	-9	-4	·	-6	9	·
Rpn11 inh	i	i	i	i	i	i	i	i
SUMO1-SIM PPI	0	-5	-14	1	-7	-13	-4	6
LMPTP inh	-2.1	5.0	-1.8	-2.1	2.2	2.9	3.1	2.6

17. COc1ccc(/C=C(\C#N)c2n[nH]c(Cn3cncn3)n2)cc1
18. O=C(CSc1ccccc1Cl)N1CCC(c2nc3ccccc3s2)CC1
19. CCc1noc(C)c1C(=O)N(C)CC(=O)Nc1ccc(OC)cc1
20. COc1ccccc1N1CCN(C(=O)COc2ccc(Cl)cc2)CC1
21. O=C(CNC(=O)c1ccc(F)cc1)N/N=C/c1cn[nH]c1-c1ccccc1
22. CCOC(=O)c1sc(NC(=O)c2c(OC)cccc2OC)nc1C
23. Cc1ccccc1CN1CCN(CC(=O)NCCCN2CCN(c3ccc(F)cc3)CC2)C1=O
24. CC(C)C(O)(C#CCN1CCCCC1)c1ccccc1 (configuration not stated)

Assay by compound	17	18	19	20	21	22	23	24
DNMT1 inh	0	-6	-1	0	6	-1	-1	-4
CSN inh	-11	-1	-2	-2	-2	-4	-1	0
Neddyl block	i	i	i	i	i	i	i	i
STEP block	2	-3	0	2	-2	-2	-3	1
Rin1-Abl PPI inh	0	1	-2	0	2	0	1	0
NadD block	-5	-1	4	-8	-3	-6	-7	-4
Scp-1 inhibitor	1	-8	-8	0	1	-5	3	-9
Rpn11 inh	i	i	i	i	i	i	i	i
SUMO1-SIM PPI	-13	-4	-1	-6	-4	-2	-4	1
LMPTP inh	-0.9	4.5	0.3	2.7	-0.5	-2.3	-0.7	-0.8

25. CCCCn1c(N2CCC(Cc3ccccc3)CC2)nc2c1c(=O)[nH]c(=O)n2C
26. CC(/C=N/NC(=O)Cc1cccn1C)=C\c1ccco1
27. Cc1c(CN2CCCC(C(=O)Nc3cccc(-n4cccn4)c3)C2)cnn1C (configuration not stated)
28. COC(=O)Cc1c(C)c2ccc(OCC(C)=O)c(C)c2oc1=O
29. CCO[C@H]1OC(C(=O)NCc2nc3ccccc3[nH]2)=C[C@@H](c2csc3ccccc23)[C@@H]1CCCO
30. COc1ccc(NC(=O)COC(=O)c2c(C)noc2C)c(OC)c1
31. CC(=O)OCCOc1nc(N(C)C)nc(N(C)C)n1
32. CCOCCCNC(=O)c1cccs1

Assay by compound	25	26	27	28	29	30	31	32
DNMT1 inh	-4	4	0	1	-10	-2	7	1
CSN inh	7	12	3	0	-2	-2	8	-6
Neddyl block	i	i	i	·	i	i	i	i
STEP block	3	5	-2	4	2	8	2	1
Rin1-Abl PPI inh	-2	-4	4	-6	4	-1	1	-2
NadD block	4	17	-10	-6	9	-2	-7	4
Scp-1 inhibitor	1	0	-9	-2	0	6	-7	1
Rpn11 inh	i	i	i	i	i	i	i	i
SUMO1-SIM PPI	1	11	1	-3	0	2	4	0
LMPTP inh	1.4	2.2	0.0	-2.6	0.9	-1.9	-2.0	-1.5

33. CCOC(=O)N1CCN(C(=O)c2ccc3c(SCC(=O)O)c4c(nc3c2)CCCC4)CC1
34. Cc1cc(Oc2ccc(=O)[nH]n2)nc(Cl)n1
35. NC(=S)N/N=C/c1ccc(-c2cc(Cl)ccc2Cl)o1
36. Cc1c(Cc2ccc3c(c2)OCO3)sc(NC(=O)c2ccccc2)c1C(N)=O
37. O=C1CCC(=O)N1c1ccccc1OS(=O)(=O)c1ccccc1
38. C/C(=N/NC(=O)c1cccc(N2CCCC2=O)c1)c1ccc(Br)cc1
39. COCCCNc1c2c(nc3nnnn13)CCCC2
40. CCCOc1ccc(C2C(C(=O)c3ccc(C)o3)=C(O)C(=O)N2CCCn2ccnc2)cc1 (configuration not stated)

Assay by compound	33	34	35	36	37	38	39	40
DNMT1 inh	-6	2	-10	3	1	-2	0	-3
CSN inh	2	1	17	5	0	3	10	-2
Neddyl block	i	i	i	i	i	i	i	i
STEP block	2	-2	2	8	0	4	1	-1
Rin1-Abl PPI inh	-3	1	3	-2	1	-2	1	-90
NadD block	9	-2	43*	0	-7	-2	-1	18
Scp-1 inhibitor	13	-6	4	-4	-5	1	-3	-10
Rpn11 inh	i	i	i	i	i	i	i	i
SUMO1-SIM PPI	6	-2	2	-6	-5	-1	0	-9
LMPTP inh	-0.9	-2.3	-6.5	2.1	-1.9	-0.1	-0.5	21

41. N#C/C(=C(/O)COC(=O)CCC1CCCCC1)c1nc2ccccc2[nH]1
42. COCC(=O)Oc1c(S(=O)(=O)c2ccc(C)cc2)c(C)nn1C(C)(C)C
43. COC(=O)c1[nH]c2ccc(F)cc2c1NC(=O)C1=COCCO1
44. O=C(COC(=O)c1ccc2[nH]c3c(c2c1)CCCC3)Nc1ccccc1Cl
45. COc1ccc(-c2cc(OC)c3c(C)oc(C)c3c(=O)c2)cc1OC
46. CCCNC(=O)C1(C)CCCN(Cc2cccc(C#N)c2)C1 (configuration not stated)
47. O=C(CN1C(=O)c2ccccc2S1(=O)=O)Nc1ccon1
48. O=C(Cn1nnc(-c2ccccc2)n1)NCc1ccccc1

Assay by compound	41	42	43	44	45	46	47	48
DNMT1 inh	2	3	-2	8	-12	2	2	-5
CSN inh	3	-2	0	-1	4	3	-1	5
Neddyl block	i	i	i	i	i	i	i	i
STEP block	-1	-1	1	-2	1	-3	-1	-3
Rin1-Abl PPI inh	-4	5	-1	1	1	-3	3	0
NadD block	17	4	-2	-3	6	-5	-3	4
Scp-1 inhibitor	-5	-5	-5	-5	-10	·	-1	-10
Rpn11 inh	i	i	i	i	i	i	i	i
SUMO1-SIM PPI	8	6	-4	14	-14	-8	0	-1
LMPTP inh	-2.2	1.5	0.0	1.1	1.3	-0.9	0.3	1.6

An excerpt of these results, with tabs:
no.	SMILES	DNMT1 inh	CSN inh	Neddyl block	STEP block	Rin1-Abl PPI inh	NadD block	Scp-1 inhibitor	Rpn11 inh	SUMO1-SIM PPI	LMPTP inh
44	O=C(COC(=O)c1ccc2[nH]c3c(c2c1)CCCC3)Nc1ccccc1Cl	8	-1	i	-2	1	-3	-5	i	14	1.1
45	COc1ccc(-c2cc(OC)c3c(C)oc(C)c3c(=O)c2)cc1OC	-12	4	i	1	1	6	-10	i	-14	1.3
46	CCCNC(=O)C1(C)CCCN(Cc2cccc(C#N)c2)C1 (configuration not stated)	2	3	i	-3	-3	-5	·	i	-8	-0.9
47	O=C(CN1C(=O)c2ccccc2S1(=O)=O)Nc1ccon1	2	-1	i	-1	3	-3	-1	i	0	0.3
48	O=C(Cn1nnc(-c2ccccc2)n1)NCc1ccccc1	-5	5	i	-3	0	4	-10	i	-1	1.6

Next section:
49. COc1ccc(OC)c(NC(=O)C2CC(=O)N(CCc3ccc(F)cc3)C2)c1 (configuration not stated)
50. OC(CCN1CCCC1)(c1ccccc1)C1CCCCC1 (configuration not stated)
51. CCOc1ccccc1N1CCN(c2nc(N)c(C#N)c(CC#N)c2C#N)CC1
52. COc1ccc(Nc2nnc(-c3ccccc3)c3ccccc23)cc1C(=O)N1CCCCC1
53. CN1C(C(=O)NCc2ccc(OC(F)(F)F)cc2)CC2Cn3c(nc4ccccc43)C21 (configuration not stated)
54. CCN(C(=O)CSc1nnc(-c2ccc(C)cc2)n1N)c1c(N)n(Cc2ccccc2)c(=O)[nH]c1=O
55. COc1ccccc1-c1nc2cc(Cl)ccc2c(=O)n1O
56. Cn1c(NC(=O)c2ccc(S(=O)(=O)N3CCOCC3)cc2)cc(=O)n(C)c1=O
57. CC(=O)c1c(C)nc(C)nc1NC(=O)C(C)C
58. O=C(O)COc1ccccc1/C=N/Nc1ccc(S(=O)(=O)N2CCOCC2)cc1[N+](=O)[O-]

Assay by compound	49	50	51	52	53	54	55	56	57	58
DNMT1 inh	-1	2	-6	-5	2	5	-1	9	-1	-1
CSN inh	5	2	18	0	2	4	-2	-9	-4	-8
Neddyl block	i	i	i	·	i	i	i	i	i	i
STEP block	-1	-2	2	-1	-1	-2	1	0	-3	10
Rin1-Abl PPI inh	1	-3	-9	4	3	2	6	-1	3	-4
NadD block	4	-8	14	10	1	1	1	3	8	-4
Scp-1 inhibitor	0	1	6	-4	-4	-8	-16	1	-6	-4
Rpn11 inh	i	i	i	i	i	i	i	i	i	i
SUMO1-SIM PPI	12	1	29	15	-3	-2	-1	0	2	-23
LMPTP inh	-2.4	-1.7	1.3	-0.1	0.2	-1.3	-2.2	-0.7	-0.3	1.4

Screening data deposited in PubChem by several laboratories.
